Bioassay records (PubChem)
HSP90 inh: HSP90 refolding inhibition in rabbit reticulocyte lysate | luciferase refolding luminescence, 3 h | inhibition, % at 5.6 µM | actives 0.91% (n = 290,000);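 active = inhibition above the screen-wide mean plus 3 SD, computed separately per campaign, cut at about 16% in these data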;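 also: 0% = DMSO wells and 100% = 60 µM geldanamycin wells; inhibitors lower the luminescence because luciferase stays unfolded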
IEC-6 cytotox: counter-screen for KLF5 inhibitors: cytotoxicity in IEC-6 cells. IEC-6 cytotoxicity, luminescence viability. inhibition, % at 5 µM. actives 0.78% (n = 290,000); in the data active = inhibition above about 22%;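 also: 0% = plate median of test compound wells and 100% = cytotoxic reference compound wells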
SKKanGAS inh: inhibitors of SKKanGAS S. pyogenes growth in kanamycin (SK-promoter or general growth effect). BacTiter-Glo, 6 h. inhibition, % at 7.5 µM. actives 1.3% (n = 300,000);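 active = mean replicate score, as percent of positive control median, at least 50; inconclusive = mean below 50 but one replicate at or above 50; inactive = mean and every replicate below 50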;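 also: strain carries kanamycin resistance gene driven by streptokinase promoter and grows in 40 µg/ml kanamycin; loss of luminescence reflects streptokinase promoter inhibition or plain growth inhibition; 0% = median of DMSO wells and 100% = positive control at its reference dose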
HSF1 inh: HSF1 inhibition; NIH3T3-HGL HSE-luciferase, MG132-induced, luminescence 8 h; hits give low values; activity change, negative = inhibition, % at 7.5 µM (by protocol); actives 0.77% (n = 300,000); AID 2098;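 active = more than half of replicate wells show activity change below -50%, luminescence cut by over half; inconclusive = some wells, but at most half, below -50%; inactive = no replicate well below -50%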;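 also: luciferase reports HSF-1 transcriptional activity via heat shock element; 0% = median of DMSO wells and -100% = zero luminescence signal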
HSF1 activator: increases HSF-1 driven luciferase reporter signal | NIH3T3-HGL HSF-1 luciferase reporter, MG132, 8 h; 100% = twice DMSO control signal | activation, % at 9 µM | actives 1.7% (n = 300,000);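 active = mean replicate activation of at least 50% with a set share of replicates each reaching 50%; inconclusive = only one of those two conditions met; inactive = mean below 50% and too few replicates reaching it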;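 also: 0% = median of the neutral control wells and 100% = twice that signal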
HIF activator: HIF pathway transcriptional activation. U2OS HRE-luciferase reporter, luminescence; normalized: DMSO 0%, desferrioxamine 100%. activation, % at 7.5 µM (by protocol). actives 0.32% (n = 300,000);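 active = mean activation of at least 10% of the iron chelator positive control signal, with at least half of replicates also reaching 10%; inconclusive = mean and replicate majority disagree about reaching 10%; inactive = mean and most replicates under 10%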
KLF5 inh: suppresses KLF5 promoter-driven expression | DLD-1 KLF5 promoter-luciferase reporter, luminescence | inhibition, % at 5 µM | actives 0.23% (n = 290,000) | AID 1700;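 active = inhibition above a per-plate limit of that plate's mean compound inhibition plus 3 SD, cut at about 60% in these data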;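 also: 0% = DMSO wells and 100% = LY294002 at 200 µM; higher means less KLF5 promoter-driven luciferase light; inactives centre near -14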
Platelet DG rel: platelet dense granule release activity; human platelet-rich plasma, SFLLRN dense granule ATP release, luminescence; inhibition, %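 (compounds screened at 7.5 µM in platelet-rich plasma)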; actives 0.22% (n = 300,000);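 active = mean replicate score, as percent of positive control, at or above 50; inconclusive = mean below 50 but at least one replicate at or above 50; inactive = mean and every replicate below 50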
AI-2 QS modul: Vibrio harveyi AI-2 quorum sensing modulation | Vibrio harveyi JMH597 AI-2 luminescence/OD600 ratio, 9 h; hits give low values; strain lacks LuxN and CqsS sensors; 0 = neutral-control median | activity change, % at 7.5 µM | actives 0.4% (n = 300,000) | AID 2094; in the data active = activity change below about -75%, passing the limit was not always enough; inconclusive = no clear call, values can overlap the other calls;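 also: luminescence divided by OD600 gain over 9 h not by final OD600 alone; inactives centre near 13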
aSyn UTR inh: 5' untranslated region of α-synuclein, MLPCN primary screen; alpha-synuclein 5'UTR reporter, inhibitor activity; inhibition, % (tested at 7.5 µM); actives 0.82% (n = 300,000); in the data active = inhibition above about 60%; inconclusive = no clear call, values can overlap the other calls;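 also: H4 neuroglioblastoma cells stably carrying SNCA 5'UTR luciferase fusion; 0% = DMSO wells and 100% = positive control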
An asterisk follows results filed as active; ? = inconclusive; · = not tested or not shown.

SMILES | HSP90 inh | IEC-6 cytotox | SKKanGAS inh | HSF1 inh | HSF1 activator | HIF activator | KLF5 inh | Platelet DG rel | AI-2 QS modul | aSyn UTR inh
Cc1ccccc1OCC(O)Cn1c(SC(C)C)nc2c1c(=O)[nH]c(=O)n2C (stereo not given) | 6.3 | 2.3 | -12.0 | 2.1 | 12.6 | -0.1 | 3.7 | -0.9 | -5.7 | 6.3
COCC(=O)N1CCC(Oc2ccc(C(=O)N3CCCCCCC3)cc2)CC1 | 1.6 | 1.9 | 18.8 | -10.8 | -2.2 | -1.6 | -41.1 | -1.6 | 5.6 | 12.3
Cc1cc(F)ccc1S(=O)(=O)Nc1ccccc1C(=O)NCc1cccnc1 | 2.0 | 1.4 | -4.3 | 1.6 | 9.0 | -0.5 | -6.8 | 2.1 | 52.0 | 2.7
CCC(CC)=NNc1ccc([N+](=O)[O-])cc1[N+](=O)[O-] | -0.8 | -0.1 | -4.3 | 9.4 | 16.5 | -0.4 | -9.5 | 2.8 | 16.4 | 16.5
COc1ccc(CCNC(=O)C2CCN(S(=O)(=O)c3ccc4nc5c(c(C(=O)O)c4c3)CCCC5)CC2)cc1OC | -8.6 | -4.3 | -0.8 | 2.1 | -16.4 | -0.1 | -31.8 | -10.4 | 6.2 | 8.9
COc1ccc(C(=O)CSc2nnc(CNc3ccc(C)cc3C)o2)cc1 | 0.6 | -0.8 | -0.3 | 10.0 | 16.4 | -0.3 | -49.1 | 1.1 | 31.9 | 23.9
O=C(Nc1ccc(Cl)cn1)c1ccc(Br)c(S(=O)(=O)N2CCCCC2)c1 | 3.2 | 1.9 | 1.4 | -1.2 | -8.0 | -0.3 | -5.2 | 2.3 | 0.0 | -1.5
Cc1ccc(C(=O)O/N=C/c2ccc3c(c2)OCO3)cc1 | 1.6 | 3.0 | -2.5 | -4.0 | -0.6 | 0.5 | -2.7 | -4.0 | 10.3 | -11.5
CCc1c(C)c(C#N)c2nc3ccccc3n2c1NCCOC | 2.5 | -4.0 | 3.0 | -3.2 | 9.8 | -0.5 | -48.0 | -5.9 | 15.3 | 28.4
COc1ccc(Nc2cc(NCCCO)c([N+](=O)[O-])c3nonc23)cc1 | -3.2 | 5.4 | -10.0 | 4.2 | 40.5 | -6.6 | -33.0 | -0.1 | 18.7 | 23.4
O=[N+]([O-])c1ccc2c(c1)C(N1CCOCC1)/C(=C/C1(O)CCCCC1)O2 (stereo not given) | 8.6 | 1.0 | 11.0 | -0.1 | 1.7 | -0.9 | 7.0 | -10.3 | 14.4 | 18.8
CN1CCN(S(=O)(=O)c2cc([N+](=O)[O-])ccc2N/N=C/c2ccc(Cl)cc2)CC1 | 1.8 | 5.4 | 1.9 | -9.4 | -13.0 | 0.0 | 3.7 | 0.4 | 0.5 | 25.5
Cc1ccc(NC(=O)CCN2CCCCC2)cc1 | 1.9 | -2.9 | -3.3 | -63.4* | -67.9 | -3.0 | -25.6 | -7.2 | 13.5 | -61.3
COc1ccc(C2C=C(C34CC5CC(CC(C5)C3)C4)NC(=S)N2)cc1OC (stereo not given) | 2.7 | -0.5 | -1.1 | -4.6 | -9.1 | -0.6 | -20.6 | 3.1 | 27.3 | -11.1
COc1ccc(-c2cc(C(=O)N3CCCC3)no2)cc1 | 38.8* | -2.2 | -0.8 | -1.4 | 24.2 | -0.8 | 27.7 | -3.6 | -14.7 | 41.0
Cc1c(C)n(C)c2ccc(C(=O)N3CCN(c4ccccn4)CC3)cc12 | -2.2 | 3.8 | 8.1 | 5.2 | 7.6 | -0.5 | -33.2 | -1.0 | 18.0 | 6.0
Cc1oc(S(=O)(=O)N2CCCCC2)cc1NC(=O)Nc1ccc(Cl)cc1 | 3.5 | 1.0 | 3.4 | -9.8 | -7.0 | 0.0 | 2.3 | 3.7 | 7.6 | 13.0
Cc1nn(-c2cccc(C(F)(F)F)c2)c(Cl)c1/C=N/Nc1cccc(C(=O)O)c1 | 11.3 | 3.7 | 9.0 | -73.4* | -77.9 | 1.1 | -114.3 | -0.6 | 12.0 | -108.2
CCCCn1c(NS(=O)(=O)c2ccccc2)c(S(=O)(=O)c2ccc(C)cc2)c2nc3ccccc3nc21 | 16.2* | 4.2 | 73.0* | 0.1 | 30.8 | 0.2 | -7.3 | 2.4 | -20.2 | 23.1
Cc1ccc(S(=O)(=O)Nc2ccccc2CNc2ccc(Br)cn2)cc1 | 0.5 | -8.1 | 7.0 | 1.6 | 6.7 | -0.3 | -20.0 | 2.7 | -5.2 | 4.3
CCc1ccc(NC(=O)c2cnn3ccccc23)cc1 | 65.3* | 6.9 | -4.2 | -32.3 | -30.1 | -2.8 | 87.2* | 17.4 | 12.2 | 77.9*
CCONC(=NC)c1nonc1N | 0.1 | -2.0 | 3.1 | -8.8 | -1.6 | 0.3 | -15.1 | -0.4 | 18.6 | 0.1
Cc1ccc(C(NC(=O)c2ccccc2)C(Cl)(Cl)Cl)cc1 (stereo not given) | -2.8 | -8.7 | 6.9 | 11.4 | 8.9 | -0.8 | -2.5 | -9.1 | 46.0 | 5.9
CC(C)n1c(COc2ccccc2)nc2ccccc21 | -3.1 | 4.3 | 9.6 | -0.1 | 12.3 | 0.7 | -12.7 | 6.3 | 11.3 | -6.5
Cc1cccc(C)c1NC(=O)CSc1nc2ccccc2c(=O)[nH]1 | -2.2 | -5.9 | -5.2 | 9.8 | 4.9 | -0.2 | -25.3 | 2.2 | 20.5 | 10.5

(cont.)
SMILES | HSP90 inh | IEC-6 cytotox | SKKanGAS inh | HSF1 inh | HSF1 activator | HIF activator | KLF5 inh | Platelet DG rel | AI-2 QS modul | aSyn UTR inh
CCc1[nH]nc2c1C(c1cccnc1)C(C#N)=C(N)O2 (stereo not given) | 2.0 | 2.3 | 1.1 | -2.1 | 12.4 | 0.1 | -7.9 | -5.2 | 2.5 | -10.0
O=C(Nc1ccc(S(=O)(=O)NCCc2ccccc2)cc1)c1ccncc1 | -3.0 | -3.2 | -10.9 | 6.8 | -0.3 | 0.0 | -20.9 | 0.5 | 22.5 | -0.1
Cc1ccc(C(=O)Nc2nc(=O)n(C(=O)C3CC3)s2)cc1 | -0.4 | -3.3 | 8.8 | 6.2 | -14.7 | -0.2 | 16.2 | -6.2 | 16.8 | -9.2
CCOC(=O)N1CCC(N2C(=O)c3ccc(C(=O)Nc4ccc(OC)c(OC)c4)cc3C2=O)CC1 | 1.6 | 4.1 | -6.8 | -4.9 | -2.8 | -0.3 | -7.5 | -5.3 | 19.3 | -5.3
COc1ccc(-c2nc3cc([N+](=O)[O-])ccc3o2)cc1OC | 1.9 | 1.6 | -1.7 | 6.9 | 26.9 | 3.1 | -14.2 | 9.9 | · | -65.4
Nn1cnnc1SCC(=O)N(C1CCCCC1)C1CCCCC1 | -7.2 | -5.0 | -4.2 | -0.4 | 10.1 | 0.2 | -22.7 | 1.4 | 7.7 | -6.5
C/C(=N\NC(=O)CCCCCNC(=O)c1ccccc1)c1ccccc1O | 4.3 | -6.1 | -5.3 | 1.9 | -10.0 | 0.0 | -4.5 | 7.2 | 2.8 | -1.8
COc1ccc(/C=C/C(=O)N(Cc2cccs2)C2CCS(=O)(=O)C2)cc1 (stereo not given) | -1.1 | -2.3 | 0.7 | -1.6 | 26.6 | -0.5 | -12.3 | 18.2 | 4.5 | 37.3
O=c1c2c(nc3cc(-c4ccccc4Cl)[nH]n13)CCS2 | -2.1 | 10.5 | 26.2 | 13.0 | 5.7 | 0.7 | -34.9 | 3.4 | 10.5 | -148.6
COc1ccc(CNC(=O)COC(=O)c2cncc(Br)c2)cc1 | 4.4 | -3.7 | 5.5 | -6.5 | -0.4 | -0.2 | 7.2 | -4.8 | 12.9 | -6.3
O=C(/N=C1/c2ccccc2CN1c1ccccc1)Nc1ccccc1 | 0.2 | -0.3 | -9.4 | 7.4 | 17.2 | 0.7 | -14.5 | -8.2 | 14.2 | -38.8
CC(C)(C)C1CCc2c(sc(NC(=O)CSc3nnc(-c4ccccc4)o3)c2C#N)C1 (stereo not given) | 4.2 | 5.3 | 14.2 | -8.9 | 10.6 | 1.5 | -18.3 | 1.1 | 13.4 | 2.5
C/C(CC(=O)Nc1ccc(Cl)cc1C(F)(F)F)=N\NC(=O)c1ccccn1 | 5.6 | -6.7 | 2.4 | 27.0 | 29.1 | 3.1 | -116.7 | 22.5 | 28.3 | -127.0
CC(=O)NC(C)c1nc2ccccc2n1CC(=O)NC(C)CCc1ccccc1 (stereo not given) | -3.0 | -3.4 | 2.2 | 6.5 | 4.7 | -0.1 | -24.8 | -3.9 | 8.5 | 1.5
C=CCSc1cc(C)nc2c(-c3ccccc3)cnn12 | 0.4 | 6.8 | -5.3 | 31.6 | 47.5 | ? | -28.4 | 12.9 | 25.7 | -74.3
Cc1ccc(C2CC(c3cccc(C)c3)n3nc(N)nc3N2)cc1 (stereo not given) | -1.5 | -2.8 | 20.2 | -10.6 | 2.2 | 0.1 | -16.6 | 6.7 | 5.2 | -0.5
Cc1ccc(-c2cc(-c3ccc(F)cc3)c(C#N)c(N)n2)o1 | -0.1 | 3.7 | -12.9 | 0.5 | 3.5 | 0.0 | -6.9 | -4.6 | 34.5 | -10.4
CCC(CC)NC(=O)COC(=O)CCC(=O)c1cccs1 | 2.3 | -2.7 | -3.4 | -5.8 | -9.1 | -0.1 | 4.1 | 2.7 | 2.1 | 16.6
COc1ccc(-n2c(Cn3nnc4ccccc43)nnc2SCC(=O)O)cc1 | -0.8 | 1.0 | 2.6 | -0.5 | 19.7 | -0.2 | -13.5 | 3.9 | 20.4 | 4.5
COC(=O)Cn1c(CN2CCc3ccccc3C2)nc2c1c(=O)n(C)c(=O)n2C | · | · | -4.6 | -1.9 | -7.7 | 0.4 | · | 2.6 | 34.7 | 10.7
CCOC(=O)c1ccoc1CSCC(=O)N1CCN(S(=O)(=O)c2ccc(C)cc2)CC1 | 3.5 | 0.8 | -7.1 | -2.1 | 15.2 | -0.1 | -9.6 | -7.1 | 16.1 | -24.0
CC(C)c1ccc(CC(NC(=O)c2ccccc2)C(=O)NCC(=O)O)cc1 (stereo not given) | -5.1 | 0.3 | 4.3 | 1.5 | 1.4 | -0.1 | -30.4 | -0.6 | 11.3 | 10.0
Clc1cccc(Cl)c1C1=NOC(c2nnc(-c3ccccc3)o2)C1 (stereo not given) | · | · | -1.1 | 19.5 | 20.1 | 1.3 | · | 0.1 | 14.4 | -55.7
Cc1ccccc1NC(=O)c1cccc(S(=O)(=O)Nc2cccc(C(=O)O)c2)c1 | 5.8 | 3.3 | 1.9 | -9.3 | -4.5 | -5.8 | -0.3 | 7.8 | 6.1 | -16.1
COC(=O)c1c(NC(=O)CN2CCOCC2)sc2c1CCC(C)C2 (stereo not given) | 0.3 | 6.0 | -4.5 | 18.0 | 20.7 | 3.9 | -48.1 | -16.0 | 23.5 | -122.7
O=C(c1ccc(Cl)cc1)[C@@H]1[C@@H]2C(=O)N(c3ccccc3)C(=O)[C@@H]2C2c3ccccc3C=NN21 (stereo not given in full) | -0.1 | 3.8 | -0.9 | 2.2 | 29.9 | -0.2 | -26.0 | 0.5 | 18.4 | -3.3
